SENP6 inh: blocks the human protease SENP6; Recombinant SENP6 catalytic domain, aminoluciferin luminescence; inhibition, % at 10 µM; 1.8% of 330,000 active;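 active means inhibition above about 50% at the single tested dose, limit read from the data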;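 further: plate controls were DMSO wells with enzyme for no effect and DMSO wells lacking enzyme for full effect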
Target sequence (Q9GZR1 628-1112 limits assumed): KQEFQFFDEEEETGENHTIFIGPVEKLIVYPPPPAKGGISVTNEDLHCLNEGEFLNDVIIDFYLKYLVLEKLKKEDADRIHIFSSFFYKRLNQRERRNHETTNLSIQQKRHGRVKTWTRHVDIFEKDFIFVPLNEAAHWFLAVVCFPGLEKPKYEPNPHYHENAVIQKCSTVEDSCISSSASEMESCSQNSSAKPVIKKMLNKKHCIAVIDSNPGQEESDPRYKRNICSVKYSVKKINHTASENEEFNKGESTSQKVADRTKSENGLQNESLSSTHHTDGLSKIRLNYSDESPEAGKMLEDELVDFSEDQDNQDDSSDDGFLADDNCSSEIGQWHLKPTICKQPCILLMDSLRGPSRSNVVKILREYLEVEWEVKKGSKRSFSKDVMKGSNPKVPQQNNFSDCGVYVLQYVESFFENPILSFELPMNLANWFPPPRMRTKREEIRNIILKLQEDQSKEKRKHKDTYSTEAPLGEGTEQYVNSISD
SENP1 FRET inh: blocks the human SENP1 SUMO protease catalytic domain. Q9P0U3. recombinant SENP1 catalytic domain, CyPet-SUMO1-YPet FRET cleavage. 0.21% of 360,000 active. AID 624204. inhibition, % at 10 µM;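 active means inhibition at least 30% at 10 µM, raw YFP signal under a set limit, fluorescence ratio 0.5 to 1.5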;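 further: 0% = enzyme with DMSO and 100% = no enzyme wells; some results filed as inactive read as strong as hits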
Target sequence (Q9P0U3 419-644 limits assumed): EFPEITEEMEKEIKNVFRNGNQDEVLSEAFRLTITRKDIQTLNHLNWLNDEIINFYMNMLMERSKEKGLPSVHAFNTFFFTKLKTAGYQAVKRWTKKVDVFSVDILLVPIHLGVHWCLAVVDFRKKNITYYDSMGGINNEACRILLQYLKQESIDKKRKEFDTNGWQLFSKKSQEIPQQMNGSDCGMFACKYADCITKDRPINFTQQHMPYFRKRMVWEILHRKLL
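System: Recombinant human SENP1 catalytic domain, His6-tagged | Incubation: Enzyme reaction for 50 min at room temperature, dark | Medium: Tris pH 8 with BME, BSA, NP40 and catalase | Also added: 25 nM SUMO1 FRET substrate | Compound: 10 µM single point, 0.5% DMSO | Measured by: FRET fluorescence in CFP and YFP emission channels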
SENP7 inh: blocks the human protease SENP7. Q9BQF6. recombinant SENP7, Z-RLRGG-aminoluciferin luminescence, 40 min. inhibition, % at 5 µM. 1.5% of 330,000 active;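 active means inhibition above about 50% at the single test dose, limit read from the data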;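 further: plate controls were DMSO with enzyme for no effect and no enzyme buffer wells for full effect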
PfGluPho inh: PfG6PD (Plasmodium falciparum) enzyme inhibition | PfGluPho enzyme, NADPH resazurin-diaphorase fluorescence | inhibition, % at 20 µM | 0.78% of 350,000 active;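 active means inhibition reaching at least a set limit at 20 µM in the primary screen, cut at about 59% in these data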;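 further: 0% = DMSO wells with substrate and 100% = DMSO wells lacking glucose-6-phosphate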
SENP8 block-1: blocks human SENP8 cleavage of Nedd8 substrate; Q96LD8; recombinant SENP8, Nedd8 substrate fluorescence; inhibition, % at 20 µM; 0.64% of 360,000 active; AID 602440; in the data active means inhibition mostly above about 40%, no sharp cut-off; inactive means mostly below about 27%
Target sequence (Q96LD8 whole entry, looked up): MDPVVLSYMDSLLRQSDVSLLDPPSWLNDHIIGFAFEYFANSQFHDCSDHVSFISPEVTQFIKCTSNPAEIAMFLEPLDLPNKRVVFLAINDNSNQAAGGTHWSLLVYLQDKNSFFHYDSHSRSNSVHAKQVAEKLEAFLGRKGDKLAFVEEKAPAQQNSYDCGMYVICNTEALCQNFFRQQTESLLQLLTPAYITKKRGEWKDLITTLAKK
beta cell repl: MIN6 beta-cell proliferation induction. MIN6 cells proliferation, ATPlite luminescence, 48 h; cells starved in 0.2% serum; 100% = growth in 10% serum. proliferation, % at 10 µM. 0.29% of 330,000 active;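 active means compounds whose signal lies at least 3.5 SD above the mean of all wells on their plate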;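 further: 0% = DMSO-treated cells in low-serum medium and 100% = 10% serum control; some compounds called inactive have numbers as strong as hits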
UBC13 polyUb: human UBC13 polyubiquitination inhibition; P61088; UBC13 polyubiquitin chain formation, TR-FRET; inhibition, % at 20 µM; 0.47% of 330,000 active; AID 485273; in the data active means inhibition above about 45%, passing the limit was not always enough
Target sequence (P61088 whole entry, looked up): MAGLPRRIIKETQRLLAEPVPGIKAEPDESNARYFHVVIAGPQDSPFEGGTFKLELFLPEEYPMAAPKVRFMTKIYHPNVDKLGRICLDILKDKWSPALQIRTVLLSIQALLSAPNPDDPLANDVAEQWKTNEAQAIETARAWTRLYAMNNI
HKDC1 inh: HKDC1 (human) hexokinase inhibition; Q2TB90; recombinant HKDC1, G6PDH/diaphorase resazurin coupled fluorescence; inhibition, % at 20 µM; 0.16% of 340,000 active; AID 493160;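 active means inhibition above about 35% when tested at 20 µM, limit read from the data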;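 further: plate controls were DMSO wells with enzyme for no effect and DMSO wells lacking enzyme for full effect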
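Test system: recombinant HKDC1 (HK5) hexokinase enzyme, produced in-house / Doses: 20 µM test compound, 1% DMSO / Timing: 90 min, room temperature / Detection: G6PDH/diaphorase-coupled fluorescence, 1 mM NADP, 100 µM resazurin, 525/613 nm / Control set: DMSO wells with and without enzyme mix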
SENP8 block-2: SENP8 protease inhibition. 1.2% of 330,000 active. purified SENP8, Z-RLRGG-aminoluciferin cleavage, luminescence. Q96LD8. inhibition, % at 10 µM. AID 2540; in the data active means inhibition above about 50%
Starred values were filed as active, the others as inactive; i = inactive; · = no result given.

SMILES,SENP6 inh,beta cell repl,UBC13 polyUb,SENP1 FRET inh,PfGluPho inh,SENP7 inh,SENP8 block-1,SENP8 block-2,HKDC1 inh
Nc1nonc1-n1nnc(C(=O)N/N=C/C=C/c2ccccc2)c1CSC1=NCCS1,3,-2,-29,3,-14,-3,6,1,1
CCOc1ccc(C(=O)CCC(=O)O)cc1,-8,-1,21,3,-12,1,-4,-2,-3
CCCOc1cccc(-c2cc(C(=O)NNC(=S)NCC)c3ccccc3n2)c1,-24,-5,-15,5,5,-18,-231,-2,-25
C[C@]12c3[nH]c4cc(-c5ccco5)ccc4c3CCN1C(=O)[C@@H](CC(=O)NCCc1ccccn1)C[C@@H]2C(=O)N1CCOCC1,·,·,·,-5,19,3,-375,·,9
FC(F)(F)c1cccc(Sc2cc(C(F)(F)F)nc(-c3ccccn3)n2)c1,-2,-5,-14,1,3,-5,10,-12,1
Cc1cccc(-n2c(SCC(=O)Nc3nonc3C)nnc2-c2ccoc2C)c1,-16,0,-8,0,2,-10,8,-1,3
O=C1c2ccccc2-c2c1cccc2C(=O)N1CCCCCC1,9,0,0,-2,-14,6,12,5,17
CCOc1ccc(S(=O)(=O)N2CCC(C(=O)NCc3ccncc3)CC2)cc1C,15,-2,-4,3,12,4,3,-4,-4

More structures.
SMILES,SENP6 inh,beta cell repl,UBC13 polyUb,SENP1 FRET inh,PfGluPho inh,SENP7 inh,SENP8 block-1,SENP8 block-2,HKDC1 inh
CC(C)CN=C(NS(=O)(=O)c1ccccc1)C(Cl)(Cl)Cl,-16,-6,0,1,4,-1,16,-9,-1
CCOc1ccc(-c2nc(CCl)cs2)cc1OC,7,-2,14,0,-14,3,-166,-6,1
CC(=O)c1cc(CN2CCCCC2)cc(OC(C)C)c1,-1,-1,6,-1,-1,2,6,3,5
COc1cc2c(cc1OC)C(C)N(C(=O)c1cccs1)CC2 (stereo not drawn),2,-3,-8,3,17,-4,19,-9,-3
C[C@@H]1NC(=O)[C@H](CCCN=C(N)N)NC(=O)c2cc([N+](=O)[O-])cc(I)c2OCC[C@@H](C(=O)NC(CC(=O)O)C(N)=O)NC1=O (stereo partly drawn),-9,-2,-8,·,·,1,·,-17,·
CCNC(=O)c1sccc1-n1cccc1,-18,0,1,1,-13,-5,11,-12,2
C=CCSc1ncc(C#N)c(N)n1,-21,3,-6,0,11,-10,14,-6,8
CCN(C(=O)C1CCCN1S(=O)(=O)c1cccc2nsnc12)c1ccccc1 (stereo not drawn),-5,0,-8,3,-1,-4,17,-4,-8

Going on with the list.
SMILES,SENP6 inh,beta cell repl,UBC13 polyUb,SENP1 FRET inh,PfGluPho inh,SENP7 inh,SENP8 block-1,SENP8 block-2,HKDC1 inh
Brc1ccccc1-c1nnc(SCc2nc3ccccc3s2)o1,0,-4,11,-40,7,5,-61,4,5
O=C(Nc1cccc(O)c1)c1cc(-c2cccs2)on1,94*,-4,12,2,-7,75*,17,85*,5
COC(=O)Cn1c(=NC(=O)CSCC(=O)NC2CCCCC2)sc2cc(OC)ccc21,-17,-2,-8,-2,-13,2,i,-5,-6
O=C(c1ccccc1)N1CCN(C2CC(=O)N(CCc3ccccc3)C2=O)CC1 (stereo not drawn),-13,1,1,3,-8,-2,16,-15,-5
Cc1cccc(-c2ccc3c(c2)C2CC3CCN2)c1 (stereo not drawn),·,·,·,-1,14,·,13,·,-4
CCc1ccc(NC(=O)CCNC(=O)Cn2ccc3ccccc3c2=O)cc1,-2,-3,2,1,0,-1,-25,-6,-3
COc1ccccc1NS(=O)(=O)c1ccc(N/N=C/c2ccccc2OCC(=O)O)c([N+](=O)[O-])c1,8,-1,-53,5,-6,5,30,14,7
COc1ccc(NC(=O)C2CC2)cc1NS(=O)(=O)c1ccc(F)cc1,-2,0,-2,1,2,8,2,1,-2

Going on with the list:
SMILES,SENP6 inh,beta cell repl,UBC13 polyUb,SENP1 FRET inh,PfGluPho inh,SENP7 inh,SENP8 block-1,SENP8 block-2,HKDC1 inh
N/C(CN1CCCC1=O)=N\OC(=O)c1ccc(Cl)c(Cl)c1,-13,-1,9,1,3,8,10,3,-12
Cc1ccc(-n2nnnc2C(=Cc2ccc(N(C)C)cc2)c2nnnn2-c2ccc(C)cc2)cc1,-17,-2,-8,-21,17,1,-33,-3,-6
CC(C)CCNC(=O)CN(Cc1cccs1)C(=O)CCC(=O)Nc1nccs1,5,-1,-5,1,16,-8,3,-10,-13
O=C(O)c1cc(-n2nnnc2SCc2ccc([N+](=O)[O-])cc2)ccc1Cl,0,2,1,2,-5,-4,9,-1,-6
O=C(NCCN1CCOCC1)c1cc([N+](=O)[O-])cc([N+](=O)[O-])c1,-5,-3,-6,1,-2,3,24,4,-4
CC(C)c1ccc(NC2CCCN(C(=O)CN3CCOC3=O)C2)cc1 (stereo not drawn),0,-2,4,-1,5,6,-2,-2,0
COC(=O)C1=C(C)N(c2ccc(OC)c(OC)c2)C(=O)/C1=C\c1cccs1,2,0,-1,3,-27,1,17,2,4
CCOC(=O)c1c(N2C(=O)Nc3ccccc3N2O)sc2c1CCCC2,17,-2,-10,1,-33,-1,-46,2,-2

Remaining list, next part
SMILES,SENP6 inh,beta cell repl,UBC13 polyUb,SENP1 FRET inh,PfGluPho inh,SENP7 inh,SENP8 block-1,SENP8 block-2,HKDC1 inh
O=C(Nc1cccc(C(=O)N2CCCc3ccccc32)c1)c1ccccc1,-8,-5,-2,1,-10,-12,4,-2,-1
CC(C)C(NS(=O)(=O)c1cccc(C(F)(F)F)c1)C(=O)N1CCc2ccccc2C1 (stereo not drawn),-15,0,-6,1,18,-12,0,-4,-1
CC(C)c1[nH]nc2c1C(c1cccc(OC(=O)N3CCOCC3)c1)C(C#N)=C(N)O2 (stereo not drawn),5,2,-2,1,9,1,0,-2,-1
CCOC(=O)c1oc2ccccc2c1NC(=O)COC,-9,1,-16,1,8,-9,-5,-13,-8
COc1ccc(/C=C2\SC(=S)NC2=O)cc1OS(=O)(=O)c1ccc(NC(C)=O)cc1,·,·,·,-1,8,·,35,·,6
O=[N+]([O-])c1cc(S(=O)(=O)C(F)(F)F)ccc1NCC1CCCO1 (stereo not drawn),-8,0,4,-3,-10,2,13,3,1
Cc1ccc(OCCN2C(=O)C(=O)c3cccc(C)c32)cc1,-14,-6,-8,3,12,-2,18,-5,6
COC(=O)c1c(S(=O)(=O)N2CCOCC2)c(C)n(C)c1C,-25,1,5,-1,-8,-8,-6,-1,-4

Grouped by structure: the entries above containing a Cl atom.
SMILES,SENP6 inh,beta cell repl,UBC13 polyUb,SENP1 FRET inh,PfGluPho inh,SENP7 inh,SENP8 block-1,SENP8 block-2,HKDC1 inh
CC(C)CN=C(NS(=O)(=O)c1ccccc1)C(Cl)(Cl)Cl,-16,-6,0,1,4,-1,16,-9,-1
CCOc1ccc(-c2nc(CCl)cs2)cc1OC,7,-2,14,0,-14,3,-166,-6,1
N/C(CN1CCCC1=O)=N\OC(=O)c1ccc(Cl)c(Cl)c1,-13,-1,9,1,3,8,10,3,-12
O=C(O)c1cc(-n2nnnc2SCc2ccc([N+](=O)[O-])cc2)ccc1Cl,0,2,1,2,-5,-4,9,-1,-6

(more compounds)
SMILES,SENP6 inh,beta cell repl,UBC13 polyUb,SENP1 FRET inh,PfGluPho inh,SENP7 inh,SENP8 block-1,SENP8 block-2,HKDC1 inh
Cc1cccc(N2C(=O)CC(c3ccc(F)cc3)C3=C2COC3=O)c1 (stereo not drawn),-6,-2,6,3,-7,4,18,-1,1
CCCN1C(=O)c2ccccc2NC1c1cc(OC)c(OC)c(OC)c1 (stereo not drawn),-13,-2,1,-2,6,-4,i,-3,-5
Cc1ccc(CCNC(=O)C2CCC(=O)N2CCc2ccccc2)cc1 (stereo not drawn),-41,2,2,2,9,-3,20,-2,0
Cn1c(COc2ccc(Cl)cc2Cl)nnc1SCC(=O)NCC1CCCO1 (stereo not drawn),-2,-1,-5,2,-5,0,1,-8,-4
CN(CC(=O)Nc1c(Cl)cccc1Cl)C(=O)CNC(=O)c1ccc2c(c1)OCO2,-10,-1,0,2,-22,0,11,-1,2
O=C1CNc2ccc(C(=O)N3CCN(c4ccccn4)CC3)cc2N1,16,-3,-5,3,2,4,10,-4,-5
CN(Cc1cccs1)C(=O)c1cccc(S(=O)(=O)N2CCCCCC2)c1,-27,2,-5,3,5,-11,15,-19,-6
C=CCNC(=S)NCc1ccccc1OC,-6,2,11,-9,-3,-1,-13,3,3

Additional results follow.
SMILES,SENP6 inh,beta cell repl,UBC13 polyUb,SENP1 FRET inh,PfGluPho inh,SENP7 inh,SENP8 block-1,SENP8 block-2,HKDC1 inh
CCN(CC)S(=O)(=O)c1cc(NC(=O)CNc2cccc(S(=O)(=O)N3CCOCC3)c2)ccc1C,0,-7,-8,2,4,8,3,8,-2
CCC(=O)Nc1cccc(C2=NOC3(C2)C[C@@H](C(N)=O)N(C(=O)c2cc([N+](=O)[O-])cc([N+](=O)[O-])c2)C3)c1 (stereo partly drawn),-6,1,-16,1,19,14,26,-14,2
CCn1c(=O)c2cc(C(=O)Nc3ccccc3OC)sc2c2ccccc21,0,3,-2,0,2,10,-13,-3,-4
O=C(O)C1Cc2ccccc2CN1C(=O)c1ccco1 (stereo not drawn),4,-2,-17,-1,-3,-9,0,-6,-6
O=C(CCNC(=O)c1ccc(Cl)cc1)NCC(c1ccco1)N1CCCC1 (stereo not drawn),-18,-2,3,0,4,-2,11,-1,-3
Cc1c(C(=O)c2ccc(Cl)cc2Cl)cnc2cc3c(cc12)OCO3,-24,-3,6,-2,16,-5,15,-8,9
O=C(OCc1cccc(Cl)c1)c1cc(S(=O)(=O)N2CCCCC2)ccc1N1CCOCC1,-5,-4,7,1,1,7,-3,4,8
COc1cc([C@H]2Oc3c(OC)cc(CCCO[C@@H]4O[C@H](CO)[C@@H](O)[C@H](O)[C@H]4O)cc3[C@@H]2CO)ccc1O,-9,-3,-1,-1,22,-8,20,-9,1

Following part:
SMILES,SENP6 inh,beta cell repl,UBC13 polyUb,SENP1 FRET inh,PfGluPho inh,SENP7 inh,SENP8 block-1,SENP8 block-2,HKDC1 inh
CCOc1ccc(N2C(=O)CN(O)C=C3N=c4ccccc4=C32)cc1,19,-2,-16,·,·,5,·,10,·
Cc1ccccc1C(=O)N1CCN(c2ncccn2)CC1,-6,-2,3,4,6,-2,-2,4,-6
N/C(=N\OC(=O)c1cc([N+](=O)[O-])ccc1Cl)c1cccnc1,-4,-6,4,1,1,-10,23,7,-1
O=C(NC(=S)N1CCN(Cc2ccc3c(c2)OCO3)CC1)c1cccc(Br)c1,17,0,10,-1,-11,-2,12,-8,-12
CC(/C=C/c1ccco1)=N\NC(=O)C(O)c1ccccc1 (stereo not drawn),3,2,-3,-5,40,-3,7,0,-7
CC(C)CCNC(=O)c1cnn2c(C(F)(F)F)cc(-c3ccco3)nc12,4,1,4,-24,0,5,-362,-3,17
COc1ccc2oc(C(=O)NCC(Cc3ccccc3)N(C)C)c(C)c2c1 (stereo not drawn),-20,0,6,-6,1,-7,-53,-8,-1
CC1CN(C(=O)c2cc(-c3ccc(Cl)s3)nc3ccccc23)CC(C)O1 (stereo not drawn),5,-1,33,-58,-4,7,-469,-1,1
CC(C)C(C)(C#N)NC(=O)CSc1nc(C2CCCCC2)n(-c2ccccc2)n1 (stereo not drawn),5,0,2,3,1,0,9,-1,9
CC1CCC(NC(=O)C2CC(O)CN2S(=O)(=O)c2ccc([N+](=O)[O-])cc2)CC1 (stereo not drawn),0,3,2,2,8,6,24,6,1

Compound activity deposited in PubChem BioAssay by Sanford-Burnham Center for Chemical Genomics.
